Source: PubChem BioAssay (Sanford-Burnham Center for Chemical Genomics)
697 NFkB inh: inhibitors of the PMA/ionomycin-induced NF-kB reporter in 697 B cells | 330,000 compounds, 0.33% hits | AID 435022 | 697 B-cell NF-kB luciferase reporter, 16 h | inhibition, % at 4 µM; in the data active = inhibition above about 35%
Jurkat NFkB inh: inhibitors of the PMA/ionomycin-induced NF-kB reporter in Jurkat cells; PMA/ionomycin-induced NF-kB luciferase reporter, luminescence; inhibition, % at 4 µM; 330,000 compounds, 0.53% hits; AID 435003; in the data active = inhibition above about 50%
XBP1 UPR activ: adaptive UPR (XBP1) activation | CHO-XBP1 luciferase reporter, IRE1-XBP1 UPR activation, luminescence; percent of tunicamycin response, DMSO as zero | activation, % at 20 µM | 330,000 compounds, 0.33% hits | AID 463104;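 active = versus positive control, 20 µM dose yields 30% or more activation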;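 note: 100% = tunicamycin at 10 µg/mL and 0% = DMSO only wells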
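Material – CHO cell line with stable XBP1 luciferase reporter · Buffer or medium – F12 plus 10% FBS · Compound – single point, 20 µM final compound, 1% DMSO · Schedule – 16-18 h cell attachment at 37 °C, then 6 h compound exposure · Signal – Steady-Glo luminescence read · Benchmarks – high control tunicamycin 10 µg/mL final, low control DMSO vehicle only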
tim23-1 inh: inhibits growth of tim23-1 mutant yeast; S. cerevisiae tim23-1 growth, BacTiter-Glo luminescence, 24 h; inhibition, % at 20 µM; 330,000 compounds, 1.3% hits; AID 463212;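 active = growth inhibition of the mutant yeast at or above 50%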;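 note: temperature-sensitive mutant grown at 25 °C; plate controls were DMSO-treated mutant yeast for no effect and medium wells lacking yeast for full effect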
CHOP UPR activ: apoptotic UPR (CHOP) activation | CHO-CHOP luciferase reporter, luminescence; percent of tunicamycin response over DMSO baseline | activation, % at 10 µM | 330,000 compounds, 0.34% hits | AID 449763;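 active = at 10 µM dose, activation of 40% or more, normalized to positive control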;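 note: 100% = tunicamycin at 10 µg/mL and 0% = DMSO alone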
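Evaluation: % reporter activation, DMSO baseline versus tunicamycin full activation; System: CHO-CHOP luciferase reporter cell line; Input: 500 cells/well; Incubation: 6 h compound treatment, 37 °C; Measured by: Steady-Glo luciferase luminescence; Dosing: one dose, 10 µM in 0.5% DMSO; Buffer or medium: F12 medium, 10% FBS; Benchmarks: positive tunicamycin 10 µg/mL, negative DMSO alone.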
tim10-1 inh: growth inhibitors of tim10-1 mutant yeast; S. cerevisiae tim10-1 ts strain growth, BacTiter-Glo, 24 h; inhibition, % at 20 µM; 330,000 compounds, 2.2% hits;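 active = inhibition of at least 40%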;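 note: mutant grown at 25 °C; 0% = DMSO wells with yeast and 100% = wells holding no yeast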
Mdm2 MdmX PPI: human Mdm2/MdmX binding inhibition; O15151+Q00987; SaOS-2 split-luciferase Mdm2/MdmX complementation, luminescence; inhibition, % at 8 µM; 330,000 compounds, 3% hits;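 active = inhibition of at least 50% at 8 µM in the primary screen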
Target sequence (O15151 whole entry, looked up): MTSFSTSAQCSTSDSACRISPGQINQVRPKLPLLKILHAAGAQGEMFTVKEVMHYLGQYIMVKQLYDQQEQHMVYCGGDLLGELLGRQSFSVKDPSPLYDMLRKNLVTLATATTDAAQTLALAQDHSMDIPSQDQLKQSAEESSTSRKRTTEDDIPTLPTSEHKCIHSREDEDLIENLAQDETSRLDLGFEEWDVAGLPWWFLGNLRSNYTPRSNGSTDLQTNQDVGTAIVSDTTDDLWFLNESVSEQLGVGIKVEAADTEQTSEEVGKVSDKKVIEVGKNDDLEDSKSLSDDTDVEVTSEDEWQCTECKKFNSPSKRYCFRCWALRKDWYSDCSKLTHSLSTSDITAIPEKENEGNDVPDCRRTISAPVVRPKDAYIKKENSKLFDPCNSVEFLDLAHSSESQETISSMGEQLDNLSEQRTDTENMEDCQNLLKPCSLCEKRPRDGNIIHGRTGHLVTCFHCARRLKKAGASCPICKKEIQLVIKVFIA
Target sequence (Q00987 whole entry, looked up): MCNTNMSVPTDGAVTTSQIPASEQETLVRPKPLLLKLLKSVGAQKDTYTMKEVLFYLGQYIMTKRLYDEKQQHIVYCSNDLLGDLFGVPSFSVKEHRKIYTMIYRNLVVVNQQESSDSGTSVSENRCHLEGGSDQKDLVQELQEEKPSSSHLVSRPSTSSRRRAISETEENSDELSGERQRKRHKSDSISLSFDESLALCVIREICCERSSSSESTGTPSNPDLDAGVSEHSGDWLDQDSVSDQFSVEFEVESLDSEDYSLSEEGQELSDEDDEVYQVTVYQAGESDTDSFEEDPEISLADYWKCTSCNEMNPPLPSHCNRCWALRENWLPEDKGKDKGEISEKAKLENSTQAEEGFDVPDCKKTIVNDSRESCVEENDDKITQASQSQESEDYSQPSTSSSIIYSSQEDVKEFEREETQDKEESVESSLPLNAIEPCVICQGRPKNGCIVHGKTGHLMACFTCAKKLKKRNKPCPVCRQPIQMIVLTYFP
TIM10 inh: inhibits growth of TIM10 yeast strain | 330,000 compounds, 1.4% hits | inhibition, % at 10 µM | S. cerevisiae TIM10 strain growth, BacTiter-Glo luminescence, 24 h;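 active = inhibition of 40% or more at the single tested concentration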;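 note: wild-type TIM10 isogenic control strain grown at permissive 25 °C; 0% = DMSO yeast wells and 100% = minimal medium wells without yeast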
* marks the source's active call; other numbers are inactive results. This is a random part of the collection; 6.6% or so of the library scored in one or more.

1	CCC(CO)Oc1cc(NCc2cccnc2)c2ncn(C(C)C)c2c1 (centres undefined)
2	O=C(CCSc1nc(-c2ccco2)cc(C(F)(F)F)n1)NCCN1CCOCC1
3	COc1ccc(S(=O)(=O)Nc2nc3ccccc3nc2Nc2cccc(C(=O)O)c2)cc1
4	Cc1cc(C(C)(C)CC(C)(C)C)ccc1OCCOCC[N+](C)(C)Cc1ccccc1
5	O=[N+]([O-])c1ccc(Cl)c(/C=N/Nc2nc(N3CCOCC3)nc(N3CCOCC3)n2)c1
compound no.	1	2	3	4	5
697 NFkB inh	-7	9	0	23	17
Jurkat NFkB inh	-1	-2	13	17	-6
XBP1 UPR activ	-2	0	-7	1	1
tim23-1 inh	-7	8	13	23	1
CHOP UPR activ	0.2	-2.4	1.0	2.0	0.7
tim10-1 inh	-4	27	-7	5	10
Mdm2 MdmX PPI	9	10	2	100*	28
TIM10 inh	2	6	7	8	0

Single records, as listed above:
Entry for CCC(CO)Oc1cc(NCc2cccnc2)c2ncn(C(C)C)c2c1 (centres undefined) : 697 NFkB inh: -7; Jurkat NFkB inh: -1; XBP1 UPR activ: -2; tim23-1 inh: -7; CHOP UPR activ: 0.2; tim10-1 inh: -4; Mdm2 MdmX PPI: 9; TIM10 inh: 2
Entry for Cc1cc(C(C)(C)CC(C)(C)C)ccc1OCCOCC[N+](C)(C)Cc1ccccc1 : 697 NFkB inh: 23; Jurkat NFkB inh: 17; XBP1 UPR activ: 1; tim23-1 inh: 23; CHOP UPR activ: 2.0; tim10-1 inh: 5; Mdm2 MdmX PPI: 100*; TIM10 inh: 8

(continued)
6	CCOc1cc(NC(=O)c2cccs2)c(OCC)cc1NC(=O)c1ccco1
7	COc1ccc(C(=O)NCC(=O)N2CCCC(C(F)(F)F)C2)cc1OC (centres undefined)
8	Cc1ccc(-n2nc3c(=O)n(C(C)C(=O)NCc4ccccc4Cl)nc(C)c3c2C)cc1 (centres undefined)
9	CC1(C)Cc2c(cnn2-c2cccc(F)c2)C(NC(=O)CCc2cnccn2)C1 (centres undefined)
10	O=C(c1cccc(C(F)(F)F)c1)N1CCN(CCc2ccccc2)CC1
compound no.	6	7	8	9	10
697 NFkB inh	12	9	-15	1	4
Jurkat NFkB inh	18	18	0	9	-6
XBP1 UPR activ	7	-1	-4	4	-7
tim23-1 inh	-5	4	6	10	19
CHOP UPR activ	-2.0	-1.0	-1.7	3.1	1.3
tim10-1 inh	-15	-1	0	19	24
Mdm2 MdmX PPI	31	18	32	4	1
TIM10 inh	-3	-3	-21	15	15

11	COc1ccc(-c2cn3ccc(C)cc3n2)cc1
12	COc1ccc(CC(=O)OCn2nnc3ccccc3c2=O)cc1
13	C/C=C/c1ccc(OCC(=O)N2CCc3cc(OC)c(OC)cc3C2)c(OC)c1
14	COc1ccc(O)c(/C=c2/sc3nc4cc(C)c(C)cc4n3c2=O)c1
15	COc1cccc(C(=O)Oc2cccc(N3C(=O)C4C5CC(C(Br)C5Br)C4C3=O)c2)c1 (centres undefined)
compound no.	11	12	13	14	15
697 NFkB inh	-118	7	16	1	12
Jurkat NFkB inh	-52	1	3	-4	0
XBP1 UPR activ	-7	0	-9	0	-2
tim23-1 inh	27	10	17	10	-4
CHOP UPR activ	-9.4	-0.9	-1.4	2.7	-2.4
tim10-1 inh	-5	18	-6	15	22
Mdm2 MdmX PPI	34	6	-11	21	10
TIM10 inh	30	-11	13	8	-9

16	CC1CCCN(c2oc(-c3cccc4ccccc34)nc2C#N)C1 (centres undefined)
17	O=C1CCCC1C(=O)Nc1ccc2ccccc2c1 (centres undefined)
18	O=C(NCc1ccco1)c1cc(-c2ccccc2)on1
19	CCC(=O)NC(C)c1cc(Cl)c2cccnc2c1O (centres undefined)
20	CN1CCc2c(sc3c2C(=O)NC(/C=C\c2ccccc2)N3)C1 (centres undefined)
compound no.	16	17	18	19	20
697 NFkB inh	-22	-3	-34	-1	6
Jurkat NFkB inh	-25	-18	-59	-5	9
XBP1 UPR activ	4	0	1	2	0
tim23-1 inh	0	14	-5	55*	14
CHOP UPR activ	3.8	5.2	5.2	0.5	2.1
tim10-1 inh	9	-8	-15	31	6
Mdm2 MdmX PPI	0	-4	-72	39	-7
TIM10 inh	13	12	-19	9	4

21	Cc1cc(S(=O)(=O)N2CCC(NC(=O)C34CC5CC(CC(C5)C3)C4)CC2)ccc1-n1cnnn1
22	CO/N=C/NC(=O)C1=NOC(CNc2ncc(C(F)(F)F)cc2Cl)C1 (centres undefined)
23	NC(=O)[C@@H]1CCCN1C(=O)c1ccc2nc(Cc3ccccc3F)oc2c1
24	O=c1ccc(Oc2nc(N3CCOCC3)nc(N3CCOCC3)n2)n[nH]1
25	CC1Nc2ncnc(N3CCOCC3)c2N(Cc2ccc(Cl)cc2)C1=O (centres undefined)
compound no.	21	22	23	24	25
697 NFkB inh	14	1	0	7	5
Jurkat NFkB inh	7	-9	3	3	16
XBP1 UPR activ	0	-1	-3	-3	2
tim23-1 inh	1	17	-2	-5	1
CHOP UPR activ	-2.7	-1.9	-1.0	-0.1	1.4
tim10-1 inh	20	23	10	-1	-11
Mdm2 MdmX PPI	11	12	10	-8	27
TIM10 inh	14	-13	5	-8	2

26	CCCCC(=O)C1CCN(Cc2ccccc2)CC1
27	Cc1ccc(NC(=O)CCNC(=O)Cn2cnc3ccccc3c2=O)cc1F
28	COc1ccc(C2CC(c3ccc4ccccc4c3)=NN2C(=O)CSc2ncccn2)cc1 (centres undefined)
29	Cc1cc(C)nc(SCc2nnc(SCC(=O)O)n2-c2ccccc2)n1
30	Cc1ccc(S(=O)(=O)Nc2ccc(C(=O)NCc3cccnc3)cc2)cc1
compound no.	26	27	28	29	30
697 NFkB inh	7	-4	9	8	10
Jurkat NFkB inh	-10	-18	-12	-22	13
XBP1 UPR activ	4	-3	1	-3	-3
tim23-1 inh	10	10	16	25	-14
CHOP UPR activ	4.7	0.1	6.7	-1.2	0.6
tim10-1 inh	12	-10	2	31	-13
Mdm2 MdmX PPI	12	3	33	-33	-6
TIM10 inh	-9	-13	14	-6	8

An excerpt of these results, with bars between the fields:
No. | Molecule | 697 NFkB inh | Jurkat NFkB inh | XBP1 UPR activ | tim23-1 inh | CHOP UPR activ | tim10-1 inh | Mdm2 MdmX PPI | TIM10 inh
12 | COc1ccc(CC(=O)OCn2nnc3ccccc3c2=O)cc1 | 7 | 1 | 0 | 10 | -0.9 | 18 | 6 | -11
10 | O=C(c1cccc(C(F)(F)F)c1)N1CCN(CCc2ccccc2)CC1 | 4 | -6 | -7 | 19 | 1.3 | 24 | 1 | 15
25 | CC1Nc2ncnc(N3CCOCC3)c2N(Cc2ccc(Cl)cc2)C1=O (centres undefined) | 5 | 16 | 2 | 1 | 1.4 | -11 | 27 | 2
13 | C/C=C/c1ccc(OCC(=O)N2CCc3cc(OC)c(OC)cc3C2)c(OC)c1 | 16 | 3 | -9 | 17 | -1.4 | -6 | -11 | 13

Carrying on:
31	CCOC(=O)c1sc(NC(=O)CCN2CCN(C)CC2)c(C(=O)OCC)c1C
32	Cc1ccc(CCNS(=O)(=O)c2cc3c(cc2C)n(C)c(=O)c(=O)n3C)cc1
33	COc1ccc(/C=C/C(=O)NC(=S)NNC(=O)c2cccs2)cc1OC
34	CCC1(c2ccc(F)cc2)NC(=O)N(CC(=O)NCc2ccccc2Cl)C1=O (centres undefined)
35	Cc1c(/C=C/C(=O)c2ccccc2)cnn1C
compound no.	31	32	33	34	35
697 NFkB inh	-7	0	26	3	-24
Jurkat NFkB inh	1	1	20	-7	-12
XBP1 UPR activ	0	0	-1	2	1
tim23-1 inh	32	15	-7	20	33
CHOP UPR activ	2.5	-2.0	0.5	0.3	5.1
tim10-1 inh	38	4	2	-7	33
Mdm2 MdmX PPI	38	6	27	12	-12
TIM10 inh	36	-10	5	11	21

36	CC(=O)C1=C(O)C(=O)N(CCCn2ccnc2)C1c1ccc(Br)cc1 (centres undefined)
37	O=C(CSc1nc2ncc(Cl)cc2[nH]1)NC1CCS(=O)(=O)C1 (centres undefined)
38	COCCCN(CC(=O)Nc1ccc(N2CCOCC2)cc1)S(=O)(=O)c1ccccc1
39	COc1ccc(-c2cc3c(=O)n(CC(=O)NCc4ccccc4OC)ncn3n2)cc1
40	CCCCn1c(=O)[nH]c(=O)c2c1nc(-c1ccccn1)n2CC
compound no.	36	37	38	39	40
697 NFkB inh	4	10	18	1	11
Jurkat NFkB inh	4	7	-8	-20	11
XBP1 UPR activ	-2	-3	-1	-2	-2
tim23-1 inh	-3	12	10	-19	4
CHOP UPR activ	0.3	-1.0	2.1	-0.2	0.1
tim10-1 inh	7	-3	8	-5	4
Mdm2 MdmX PPI	22	10	-14	45	9
TIM10 inh	10	-1	-12	-32	-6

41	Cc1ccc(NC(=O)Cn2nnc(C(=O)NCc3cccs3)c2N)cc1F
42	CC(=O)c1c(C)[nH]c(C(=O)Nc2ccc(S(=O)(=O)N(C)C)cc2)c1C
43	CC1CCN(S(=O)(=O)c2ccc(NC(=O)CN3CCN(c4ccccc4)CC3)cc2)CC1
44	CC(=O)c1ccc(NC(=O)C2C3CCC(C3)C2C(=O)O)cc1 (centres undefined)
45	O=C(O)CNC(=O)CC1S/C(=N/N=C2/NC(=O)CS2)NC1=O (centres undefined)
compound no.	41	42	43	44	45
697 NFkB inh	-21	4	-37	-5	3
Jurkat NFkB inh	-8	-10	14	-4	-3
XBP1 UPR activ	-2	-1	-5	-1	3
tim23-1 inh	-18	21	15	0	14
CHOP UPR activ	0.4	0.4	-0.8	0.8	-2.0
tim10-1 inh	-2	10	3	-14	0
Mdm2 MdmX PPI	-11	-9	21	-20	-3
TIM10 inh	7	5	13	-1	1

46	CN(C(=O)COC(=O)CCCc1c[nH]c2ccccc12)c1c(N)n(Cc2ccccc2)c(=O)[nH]c1=O
47	Cn1nc(C(C)(C)C)cc1C(=O)NNC(=O)c1ccccc1Cl
48	Cc1nc(SCC(O)CO)c([N+](=O)[O-])[nH]1 (centres undefined)
49	CC(=O)c1ccccc1OC(=O)c1ccc([N+](=O)[O-])o1
50	CCN1C(=O)c2cccc3c(S(=O)(=O)N(C(C)=O)c4ccc(OC(C)=O)cc4)ccc1c23
51	Cc1ccc(C)c(C2=CSC3=NCCN23)c1
52	COc1ccc(C2=NN(CCC(=O)NCC3CCCO3)C(=O)CC2)cc1 (centres undefined)
compound no.	46	47	48	49	50	51	52
697 NFkB inh	23	3	6	15	18	11	-6
Jurkat NFkB inh	-6	4	3	11	-11	-3	-10
XBP1 UPR activ	-3	2	-1	-1	7	-3	-2
tim23-1 inh	14	-2	0	22	39	1	-3
CHOP UPR activ	1.1	3.0	0.3	-0.2	-0.5	0.3	-0.3
tim10-1 inh	6	8	9	19	20	-26	-7
Mdm2 MdmX PPI	7	7	19	9	61*	8	3
TIM10 inh	6	17	4	10	28	-25	-2
